Compound activity: PubChem, Sanford-Burnham Center for Chemical Genomics
APJ ag – agonists of human apelin receptor APJ, primary screen, CHO-K1 cells, PathHunter beta-arrestin, luminescence | P35414 | 0% DMSO wells, 100% apelin | activation, % at 20 µM | actives 0.11% (n = 330,000);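 active means activation more than six SD over the plate average, tested at 20 µM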;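 further: 0% = DMSO alone and 100% = apelin-13 at 10 nM; some results filed as inactive read as strong as hits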
Target sequence (P35414 whole entry, looked up): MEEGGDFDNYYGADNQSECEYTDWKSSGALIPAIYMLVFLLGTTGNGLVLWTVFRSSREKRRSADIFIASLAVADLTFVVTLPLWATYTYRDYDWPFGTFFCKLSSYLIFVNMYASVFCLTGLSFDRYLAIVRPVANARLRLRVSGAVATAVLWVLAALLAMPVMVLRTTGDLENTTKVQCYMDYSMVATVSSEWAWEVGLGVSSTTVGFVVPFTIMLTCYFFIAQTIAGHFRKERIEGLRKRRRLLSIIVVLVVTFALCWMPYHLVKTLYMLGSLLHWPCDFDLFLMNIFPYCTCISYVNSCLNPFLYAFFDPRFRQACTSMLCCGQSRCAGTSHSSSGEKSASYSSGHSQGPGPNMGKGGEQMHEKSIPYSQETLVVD
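Assay system: CHO-K1 cells stably expressing ProLink-tagged human APJ and arrestin–beta-gal acceptor. Compound dosing: 20 µM single point, 1% DMSO. Times: 16-18 h seeding, 90 min dark compound exposure, 60 min detection. Detection: beta-gal luminescence. Evaluation: APJ–arrestin association signal. Controls: negative DMSO alone, positive Apelin-13 at 10 nM.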
NR3A LBD binder – binders of NR3A ligand-binding domain, primary screen, biophysical, differential scanning fluorimetry, uHTS | NR3A LBD differential scanning fluorimetry, Tm shift; 0% = protein alone, 100% = glycine-bound protein | Tm shift relative to glycine control, % at 25 µM | actives 2.5% (n = 340,000);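 active means melting temperature shift of at least 10% of the positive control shift, at one fixed dose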
MPTP block – mitochondrial permeability transition pore inhibitors, primary screen, biochemical, isolated mouse mitochondria, absorbance | Ca2+ swelling absorbance, 30 min | inhibition, % at 10 µM | actives 1.4% (n = 360,000);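 active means inhibition of 50% or more, scaled per plate between neutral and stimulator controls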;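 further: 0% = DMSO wells given calcium and 100% = 1 mM EGTA wells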
NALP3 yeast inh – NALP3 inflammasome inhibitors in reconstituted yeast, primary screen, luminescence, uHTS | Yeast reconstituted NLRP3/ASC/caspase-1, beta-gal luminescence, 24 h | inhibition, % at 10 µM | actives 0.39% (n = 330,000) | AID 2825, 2010;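 active means inhibition of 50% or more; inactive means inhibition below 50%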;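 further: plate controls were induced DMSO wells for no effect and uninduced yeast grown without galactose for full effect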
MIN6 prolif – inducers of MIN6 beta-cell proliferation, primary screen, ATP luminescence, uHTS | proliferation, % at 10 µM | AID 2380, 2010 | MIN6 cells proliferation, ATPlite luminescence, 48 h; cells starved in 0.2% serum; 100% = growth in 10% serum | actives 0.29% (n = 330,000);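 active means compounds whose signal lies at least 3.5 SD above the mean of all wells on their plate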;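 further: 0% = DMSO-treated cells in low-serum medium and 100% = 10% serum control; some compounds called inactive have numbers as strong as hits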
tim10-1 inh – growth inhibitors of tim10-1 mutant yeast, primary screen, luminescence, uHTS; inhibition, % at 20 µM; actives 2.2% (n = 330,000); S. cerevisiae tim10-1 ts strain growth, BacTiter-Glo, 24 h; AID 463190, 2010;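 active means inhibition of at least 40%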;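 further: mutant grown at 25 °C; 0% = DMSO wells with yeast and 100% = wells holding no yeast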
TIM10 inh – growth inhibitors of isogenic TIM10 control yeast, primary screen, counter-screen for tim10-1 yeast inhibitor project, luminescence, uHTS. S. cerevisiae TIM10 strain growth, BacTiter-Glo luminescence, 24 h. inhibition, % at 10 µM. actives 1.4% (n = 330,000);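 active means inhibition of 40% or more at the single tested concentration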;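 further: wild-type TIM10 isogenic control strain grown at permissive 25 °C; 0% = DMSO yeast wells and 100% = minimal medium wells without yeast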
tim23-1 inh – growth inhibitors of tim23-1 mutant yeast, primary screen, luminescence, uHTS | S. cerevisiae tim23-1 growth, BacTiter-Glo luminescence, 24 h | inhibition, % at 20 µM | actives 1.3% (n = 330,000) | AID 463212, 2010;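 active means growth inhibition of the mutant yeast at or above 50%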;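 further: temperature-sensitive mutant grown at 25 °C; plate controls were DMSO-treated mutant yeast for no effect and medium wells lacking yeast for full effect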
APJ antagonist – antagonists of human apelin receptor APJ, primary screen, CHO-K1 cells, beta-arrestin complementation, luminescence; inhibition, % at 20 µM; actives 0.32% (n = 330,000); P35414;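 active means inhibition above about 40% at 20 µM, limit read from the data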;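 further: cells challenged with 10 nM apelin-13 agonist together with compound; plate controls were apelin-13 plus DMSO wells for no effect and DMSO wells lacking apelin-13 for full effect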
The depositor's hits bear a star; . = not tested or not shown; & = joins results of further samples; ! = not confirmed by another sample.

SMILES	APJ ag	NR3A LBD binder	MPTP block	NALP3 yeast inh	MIN6 prolif	tim10-1 inh	TIM10 inh	tim23-1 inh	APJ antagonist
COc1cc(S(=O)(=O)NCCCn2ccnc2)ccc1F	-0.3	1.6	-0.9	10.4	0.7	0.5	-3.9	7.6	-1.8
CCOC(=O)c1c(S(=O)(=O)NCC(=O)N2CCN(c3ccccc3)CC2)c(C)n(C)c1C	-2.7	1.8	-0.3	9.1	7.8	12.1	-2.4	15.2	11.4
O=C(O)c1ccn2c(C(=O)c3ccc(Cl)cc3)c(-c3ccccc3)cc2c1	-3.1	-2.1	4.5	44.1	-0.3	3.8	0.9	32.6	4.7
Cc1cccc(NC(=S)NC2CCSc3ccccc32)c1 (centres undefined)	4.4	2.1	42.9	14.1	-6.8	12.1	14.6	5.4	-0.9
CC(C)n1cc(C(=O)N2CCCC(N3CCN(c4ccc(F)cc4)CC3)C2)cn1 (centres undefined)	-6.7	1.5	1.4	26.9	-1.1	11.5	-4.8	0.7	2.8
COCCN(C)C(=O)CC1C(=O)NCCN1CC(c1ccccc1)c1ccccc1 (centres undefined)	-2.2	-1.0	1.6	2.3	-1.9	9.5	7.2	3.2	-1.3
COCC(=O)N1CCCC(C(=O)c2ccc(-c3ccccc3)c(F)c2)C1 (centres undefined)	-1.2	-3.4	3.8	8.6	-0.2	33.8	2.0	12.1	4.6
COc1ccc(N(C(=O)Nc2ccc(Cl)cc2)C2=NCCC2)cc1	-3.2	-8.5	0.5	26.5	-3.9	25.6	19.4	28.2	1.8
O=C(COC(=O)C1c2ccccc2Oc2ccccc21)NC1CCS(=O)(=O)C1 (centres undefined)	1.5	0.9	1.2	7.2	-0.8	22.8	14.0	16.0	1.1
Cn1c(=O)[nH]c(=O)c2c1nc(Br)n2CCSc1ncccn1	5.0	-3.4	-0.6	11.3	-0.9	-1.1	4.0	-1.7	15.6
CCOC(=O)N1CCN(S(=O)(=O)c2ccc(OCC)cc2)CC1	-2.8	0.1	0.1	33.9	-1.8	-6.0	-1.2	7.8	1.7
Cc1ccc(NS(=O)(=O)c2cccc(C(=O)Nc3cccnc3)c2)c(C)c1	-0.4	-5.0	1.8	5.9	-1.3	-3.9	4.1	-1.4	2.7
NC(=S)N=Nc1c(O)n(C2OC(=O)c3ccccc32)c2ccccc12 (centres undefined)	-3.0	-11.9	-0.7	5.4	-2.1	-22.9	-22.3	-23.0	23.9
CN1C(=O)[C@H](Cc2ccc([N+](=O)[O-])cc2)NC1=S	-9.1	0.1	0.1	13.6	1.7	26.4	-0.2	21.3	26.9
COc1cc(S(=O)(=O)NCCN2CCOCC2)ccc1-n1cnnn1	-2.9	-0.9	-3.3	12.0	-0.9	6.5	9.8	2.9	15.2
CC1=C(C(=O)Nc2ccccn2)C(c2ccc(Cl)cc2)NC(=S)N1 (centres undefined)	-2.8	-3.2	-2.9	4.7	-0.7	6.6	10.7	-5.7	19.7
O=C(COC(=O)c1ccc(S(=O)(=O)N2CCOCC2)cc1)NCc1cccs1	-0.8	0.6	-1.3	3.0	1.8	3.9	-2.6	12.6	-3.9
Cc1cccc(Nc2nc(N)c([N+](=O)[O-])c(N3CCOCC3)n2)c1	6.5	2.4	-7.0	16.6	3.4	13.4	16.1	9.3	2.1
Cc1cc2cc(CNC(=O)C3CC3)ccc2n1C	-3.9	-0.3	2.9	3.2	0.4	6.1	3.7	18.3	3.6
CC(O)Cn1c(=O)c2c(nc(Br)n2Cc2ccccc2)n(C)c1=O (centres undefined)	-3.5	-20.4	0.2	32.7	1.1	-14.6	-6.6	-4.1	23.3
O=C1[C@@H]2[C@H](C(=O)N1Cc1cccnc1)[C@H]1C=C[C@@H]2C1	1.8	-0.5	-1.8	4.8	-1.2	6.6	-4.9	0.1	-3.5
CC(C)(OC(=O)c1cccs1)c1cc2ccccc2c(=O)o1	-1.8	-1.9	1.0	7.0	1.9	-0.4	-12.1	0.3	10.6
CCOC(=O)c1sc(/S(C)=N\S(=O)(=O)c2cccc(Cl)c2)c2c1CCC=C2 (centres undefined)	-1.9	0.3	3.8	2.4	-3.7	17.7	28.2	30.3	7.2
COC(=O)[C@H](Cc1ccccc1)NC(=O)Nc1ccc(OC)cc1	2.4	-2.2	1.8	6.6	0.1	3.2	9.2	-7.9	-4.7
O=C(Nc1ccccc1F)c1ccc(-n2cncn2)nc1	-2.8	0.9	-1.3	12.0	-2.3	-5.0	3.3	2.6	-5.8
Cc1ccc(S(=O)(=O)N(CC(=O)NCCSc2ccccn2)c2ccc(C)c(C)c2)cc1	0.6	2.8	2.3	4.3	-5.1	21.9	15.7	35.7	-6.0
CCOC(=O)c1c(C)n(C)c2ccc(O)c(CN(CC)CC)c12	-1.6	2.5	2.9	-3.7	-2.5	13.7	-1.0	22.8	7.5
COC(=O)c1cc(OC)c(OC)cc1NC(=O)CSc1ccccc1	-3.5	1.7	-1.8	6.3	0.0	33.9	5.2	25.4	3.5
O=C(/C=C/c1ccccc1[N+](=O)[O-])N1CCCCC1	-3.6	1.0	2.3	13.3	0.5	11.8	13.5	5.1	18.8
Cc1cc2oc(C(=O)N(Cc3cccs3)C3CCS(=O)(=O)C3)cc(=O)c2cc1Cl (centres undefined)	-5.6	-0.4	2.4	0.2	-2.0	3.0	-6.8	5.7	6.3

In another format: two of the compounds above.
Sequence of screens – APJ ag	NR3A LBD binder	MPTP block	NALP3 yeast inh	MIN6 prolif	tim10-1 inh	TIM10 inh	tim23-1 inh	APJ antagonist
Cc1cccc(NC(=S)NC2CCSc3ccccc32)c1 (centres undefined)
  4.4	2.1	42.9	14.1	-6.8	12.1	14.6	5.4	-0.9
CC(C)n1cc(C(=O)N2CCCC(N3CCN(c4ccc(F)cc4)CC3)C2)cn1 (centres undefined)
  -6.7	1.5	1.4	26.9	-1.1	11.5	-4.8	0.7	2.8

The listing continues.
SMILES	APJ ag	NR3A LBD binder	MPTP block	NALP3 yeast inh	MIN6 prolif	tim10-1 inh	TIM10 inh	tim23-1 inh	APJ antagonist
C/C(=C\C(=O)c1ccc(Br)cc1)Nc1ccc(Cl)cc1	-2.5	-5.8	0.6	6.5	-3.1	20.1	14.0	-1.5	-6.6
Cc1ccccc1NC(=O)C(C)c1ccc(-c2ccccc2)c(F)c1 (centres undefined)	2.4	-4.3	14.5	11.1	-5.3	-6.0	-7.0	-2.6	-2.2
CCOC(=O)c1nn(C)c(C)c1Cl	-1.3	0.3	-1.5	20.7	-3.0	-4.8	-1.8	4.1	-11.2
CSCC[C@H](NC(=O)N1CCn2c1nc1ccccc12)C(=O)NC1CCCCC1	-1.6	-0.1	-0.9	10.8	-0.7	19.1	5.7	10.3	6.9
O=C(COc1cccc2cccnc12)NNC(=O)Nc1ccccc1	-2.9	1.3	1.3	10.8	-2.3	-5.1	-10.1	-16.6	-15.9
COc1ccc(-c2nc(SCC(=O)N3CCCC3)n[nH]2)cc1	0.0	-1.8	-1.6	11.2	-1.4	-20.1	4.9	0.1	0.5
Cc1ccc(C(=O)NCC(=O)OCC(=O)Nc2cc(C)c(C)cc2[N+](=O)[O-])cc1	-1.5	-1.8	1.2	7.5	-2.6	24.8	3.6	22.1	1.4
CN(C)CCCNCCCNC(=O)c1ccco1	-2.3	11.2*!	-0.7&0.4	13.1	1.6	15.3	12.6	4.2	7.1
Cn1c(=O)[nH]c(=O)c2c1nc(CN1CCN(c3cccc(Cl)c3)CC1)n2Cc1ccccc1Cl	-3.7	0.4	-1.2	13.5	-6.0	18.3	8.6	18.4	23.0
Cc1cc(=O)oc2cc(OCC(O)CN3CCc4ccccc4C3)ccc12 (centres undefined)	-2.8	-0.6	3.6	19.9	-1.6	4.2	2.8	9.5	0.5
CCOC(=O)c1cc(S(=O)(=O)Nc2cccc(OC)c2)cn1C	6.4	0.1	1.5	1.9	1.0	-5.9	2.7	13.0	11.6
COc1ccccc1N1CCN(C(=O)c2cc3c(C)nc4ccccc4c3o2)CC1	7.2	-2.0	1.0	21.8	1.2	48.9*	17.7	54.2*	-39.8
S=C(NNC(=S)NC1CC2C=CC1C2)NC1CC2C=CC1C2 (centres undefined)	-2.3	0.9	16.9	21.9	0.7	3.2	11.5	6.3	9.2
Cc1cc(C)n2nc(S(=O)(=O)N(C)c3ccccc3)nc2n1	-2.6	-0.3	-0.1	-9.7	-2.2	16.1	-1.8	23.5	-2.1
CCOC(=O)c1cnc2ccc(F)cc2c1Nc1ccc2c(c1)OCCO2	-1.1	0.3	-0.2	-7.6	0.0	25.8	37.4	20.4	4.4
COc1ccc(CNC(=O)c2cc(-c3ccccc3O)n[nH]2)cc1	-0.1	-0.3	1.9	-3.5	-1.1	9.9	-5.5	9.9	4.8
CCOC(=O)C1CCN(Cc2ccc(F)c(Br)c2)CC1	-1.4	-0.3	4.8	6.1	-1.1	14.2	-24.0	3.7	-3.0
COc1ccc(C(=O)N(Cc2cccs2)C2CCS(=O)(=O)C2)cc1 (centres undefined)	-1.8	1.3	-0.6	3.6	7.6	-3.3	-8.3	0.6	-5.6
Cc1ccc2c(c1)[C@H]1[C@H](CO2)[C@H](c2ccccc2)[C@]2(C)C(=O)Nc3cc(Cl)ccc3C(=O)N12	6.6	1.0	0.3	5.9	-8.7	15.7	8.4	34.2	-7.1
O=C(C1=C[C@H](C2CCCCC2)C[C@H](OCCCCO)O1)N1CCOCC1	-7.5	-0.8	0.9	6.6	-4.7	12.6	15.3	14.6	2.4
O=C(c1ccc(-n2cnnn2)cc1)N1CCN(C(c2ccccc2)c2ccccc2)CC1	-2.1	-0.4	-10.6	-2.5	-1.3	-0.5	2.7	-0.3	3.4
CC(=O)Nc1nc(SCC(=O)NCC2CCCO2)[nH]c(=O)c1NC(=O)c1cccs1 (centres undefined)	-2.5	-1.0	-2.6	-19.9	3.9	6.5	-4.2	5.5	2.3
CC1(c2nnc(-c3ccccc3)o2)CC(c2c(Cl)cccc2Cl)=NO1 (centres undefined)	2.6	-12.2	0.1	55.0*	4.0	-1.1	-36.4	29.9	19.5
COc1ccccc1N(CC(=O)NC1CCCCC1)C(=O)CCC(=O)Nc1ccccn1	-3.7	-2.5	-1.4	7.2	-0.5	4.8	6.6	-0.6	16.0
Cc1cccc(C(=O)NNC(=O)c2ccc(Br)cc2)c1	0.0	1.9	0.2	9.0	1.6	-8.7	-21.4	-9.4	-0.8
COc1ccccc1C1=CC(=O)CCC1	6.6	2.5	-1.4	9.1	0.5	4.9	9.3	8.7	9.4
CN(C)c1ccc(C(CNC(=O)c2ccc(-c3ccccc3)cc2)N2CCOCC2)cc1 (centres undefined)	-6.0	.	-1.8	8.8	-1.9	27.8	13.5	19.1	-0.9
O=C(Cn1cncn1)NCCCc1ccccc1	-4.1	-0.8	0.0	10.1	-1.4	13.1	-7.7	3.6	22.0
COc1cc(/C=N/NC(=O)COc2cccc(F)c2)ccc1OS(=O)(=O)c1ccc(C)cc1	1.1	6.2	28.4	8.2	-5.5	21.7	15.8	21.3	-16.5
CCc1nn(CCCC(=O)NCc2ccccc2C)c(=O)c2cc3occc3n12	-0.2	1.2	0.1	12.6	-1.2	30.9	-8.4	23.6	18.3
